Screens from PubChem BioAssay.
GLD-1 TGE inh: GLD-1-TGE RNA interaction inhibition (C. elegans). purified GLD-1 + fluorescein TGE RNA, fluorescence polarization. inhibition, % at 5.96 µM. actives 0.44% (n = 320,000);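 active means percent inhibition above a per-plate cutoff, the plate mean of test compounds plus 3 SD, cut at about 30% in these data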;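 further: 0% = DMSO wells with GLD-1 and probe and 100% = wells lacking GLD-1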
Target sequence (Q17339 whole entry, looked up): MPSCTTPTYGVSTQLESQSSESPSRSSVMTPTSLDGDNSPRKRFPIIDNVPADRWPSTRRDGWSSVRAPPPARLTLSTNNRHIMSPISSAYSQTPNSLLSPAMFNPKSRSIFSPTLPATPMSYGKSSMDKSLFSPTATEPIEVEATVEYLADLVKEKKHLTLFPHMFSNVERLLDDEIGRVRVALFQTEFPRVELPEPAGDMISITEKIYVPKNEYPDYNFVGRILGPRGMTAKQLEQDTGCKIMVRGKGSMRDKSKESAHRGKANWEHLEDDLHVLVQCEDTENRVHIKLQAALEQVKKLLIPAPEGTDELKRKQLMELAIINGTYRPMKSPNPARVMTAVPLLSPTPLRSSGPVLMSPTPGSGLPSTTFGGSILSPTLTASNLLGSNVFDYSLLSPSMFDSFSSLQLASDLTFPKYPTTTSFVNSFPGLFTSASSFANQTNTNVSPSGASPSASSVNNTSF
MEX-5 binding: C. elegans MEX-5 TCR-2 RNA binding activity | Q9XUB2 | MEX-5/FITC-TCR2 RNA binding, fluorescence polarization; stronger effect = lower value | activity score (negative = inhibition of binding), % at 10 µM | actives 0.38% (n = 300,000);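 active means inhibition past about -25% in most replicates, and total fluorescence under double the plate's negative control median, limit read from the data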;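 further: 0% = DMSO and -100% = 5 µM competing unlabeled TCR2 RNA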
Target sequence (Q9XUB2 whole entry, looked up): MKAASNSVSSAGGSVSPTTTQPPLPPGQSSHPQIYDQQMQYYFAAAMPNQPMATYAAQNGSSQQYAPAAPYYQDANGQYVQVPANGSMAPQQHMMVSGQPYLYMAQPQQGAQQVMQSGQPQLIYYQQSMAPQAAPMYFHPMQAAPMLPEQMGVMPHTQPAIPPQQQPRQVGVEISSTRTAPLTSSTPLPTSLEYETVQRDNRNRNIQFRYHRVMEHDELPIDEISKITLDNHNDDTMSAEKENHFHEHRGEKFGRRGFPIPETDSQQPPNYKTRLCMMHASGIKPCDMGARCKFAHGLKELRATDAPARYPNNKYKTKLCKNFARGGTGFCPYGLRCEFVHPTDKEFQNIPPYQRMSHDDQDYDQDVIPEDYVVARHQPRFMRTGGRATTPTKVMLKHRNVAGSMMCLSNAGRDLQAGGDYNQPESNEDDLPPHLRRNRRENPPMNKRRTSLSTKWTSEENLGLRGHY
GSTO1 counter: GSTO1 inhibition, counter-screen for RBBP9 inhibitors | P78417 | recombinant GSTO1, activity-based probe fluorescence polarization | inhibition, % at 5.96 µM | AID 1974 | actives 1.1% (n = 300,000);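 active means inhibition above the campaign mean inhibition plus 3 SD, cut at about 35% in these data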;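 further: 0% = GSTO1-1 with DMSO and 100% = wells lacking GSTO1-1 enzyme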
PAD4 inh: inhibitors of human PAD4; Q9UM07; recombinant PAD4, RCA probe fluorescence polarization; inhibition, % at 6.36 µM; actives 0.41% (n = 330,000);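 active means percent inhibition above a cutoff equal to the mean of all tested compounds plus 3 SD, cut at about 15% in these data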;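 further: 0% = PAD4 with RCA probe and DMSO and 100% = probe without PAD4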
Fam108B counter: counter-screen for RBBP9 inhibitors: inhibitors of mouse Fam108B | inhibition, % at 9.51 µM | AID 1947 | actives 0.33% (n = 300,000) | recombinant Fam108B, FP-Rh probe fluorescence polarization;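 active means inhibition above the screen mean inhibition plus 3 SD, computed separately per campaign, cut at about 18% in these data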;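 further: inhibitors lower polarization as less probe binds the enzyme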
PME-1 primary: blocks human protein phosphatase methylesterase 1. Q9Y570. recombinant PME-1, FP-Rh probe fluorescence polarization. inhibition, % at 5.9 µM. actives 0.53% (n = 320,000);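 active means inhibition above the campaign mean of all compounds plus 3 SD, cut at about 26% in these data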;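 further: competitive labeling of PME-1 active site by serine hydrolase directed probe; 0% = PME-1 with DMSO and 100% = wells lacking PME-1 enzyme; inhibitors block probe labeling so polarization falls and inhibition rises; many of its hits are not listed in these tables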
TPT1 inh: blocks Candida albicans tRNA 2'-phosphotransferase. actives 0.81% (n = 300,000). AID 1962. inhibition, % at 5 µM. recombinant caTPT1, FP RNA substrate dephosphorylation;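 active means inhibition above the mean of all tested compounds plus 3 SD, set per screening campaign, cut at about 24% in these data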;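 further: plate controls were DMSO alone for no effect and ferristatin control at 100 nM for full effect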
Bcl-xL primary: Bcl-xL (human) inhibition; Q07817; GST-Bcl-xL / FITC-Bim BH3 peptide fluorescence polarization; inhibition, % at 10.9 µM; actives 0.7% (n = 320,000); AID 2129;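 active means inhibition above the mean of all tested compounds plus 3 SD, cutoff set per campaign, cut at about 30% in these data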;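 further: 0% = DMSO wells and 100% = unlabeled Bim-BH3 peptide competitor; inhibitors lower millipolarization by displacing the labeled peptide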
MCL1-BIM inh: disrupts human MCL1 binding to BIM-BH3 peptide; actives 0.68% (n = 320,000); GST-MCL1 / FITC-Bim-BH3 fluorescence polarization; inhibition, % at 10.9 µM; Q07820;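 active means inhibition above the mean inhibition of all tested compounds plus 3 SD, set per campaign, cut at about 40% in these data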;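 further: 0% = DMSO wells and 100% = unlabeled Bim-BH3 peptide control; higher means more loss of mP so more displacement of Bim peptide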
An asterisk follows results filed as active; / = not tested or not shown. Not all compounds are listed; rates above refer to the full screens.

Preview (14 entries):
SMILES	GLD-1 TGE inh	MEX-5 binding	GSTO1 counter	PAD4 inh	Fam108B counter	PME-1 primary	TPT1 inh	Bcl-xL primary	MCL1-BIM inh
COc1ccc(C(=O)NC2CCCc3ccccc32)cc1Br (stereo not drawn)	7	0.1	-3	-5	-2	-6	-1	5	1
CC/C(O)=C1\C(=O)CC(c2ccccc2)CC1=NC(C)C (stereo not drawn)	-10	-2.2	3	3	1	4	3	-2	8
CC(C)OC(=O)Cn1nnc(-c2ccccc2)n1	-1	-0.4	0	-2	4	-2	-2	3	5
CCN(C(=O)c1ccc(Br)cc1)c1ccccc1	6	1.6	-3	-3	1	-5	-2	1	2
c1csc(-c2csc(-c3cccs3)n2)c1	-4	0.4	7	-9	6	3	4	2	-2
O=C1NC(c2ccc(Cl)cc2Cl)Oc2ccccc21 (stereo not drawn)	-2	-1.9	-1	-2	0	-7	3	5	1
COc1ccc(C(=O)/C=C/c2ccc(OC)c(O)c2)c(F)c1	8	2.9	1	-4	-7	2	0	-4	-4
CCOC(=O)CNC(=O)N1CCc2ccc(NC(=O)c3ccccc3OC)cc2C1	1	-2.0	-2	0	-1	5	-1	8	5
CC1CN(C(=O)c2cccc(S(=O)(=O)Nc3cc(Cl)ccc3Cl)c2)CC(C)O1 (stereo not drawn)	-2	-1.3	1	-6	-3	3	0	8	1
CCC(C)c1ccc(S(=O)(=O)N2CCN(C(=O)COc3ccc4c(C)cc(=O)oc4c3)CC2)cc1 (stereo not drawn)	-1	1.8	-6	-1	-10	38*	-5	2	-4
Cc1ccc(C(=O)NCCCn2ccnc2)cc1[N+](=O)[O-]	7	0.1	5	1	-1	-3	-2	5	11
Cc1ccc(C(=O)OCC(=O)Nc2cc(S(=O)(=O)N3CCOCC3)ccc2C)cc1	3	0.4	-3	3	0	8	3	-1	-1
NC(=O)C12CCCC(Br)(CCC1)C2	-2	2.1	9	-1	-2	-3	-3	2	3
CNC(=O)Nc1cc(C(C)(C)C)no1	6	-4.0	1	-3	2	-4	0	-1	-12

The listing, from the first entry:
SMILES	GLD-1 TGE inh	MEX-5 binding	GSTO1 counter	PAD4 inh	Fam108B counter	PME-1 primary	TPT1 inh	Bcl-xL primary	MCL1-BIM inh
COc1ccc(C(=O)NC2CCCc3ccccc32)cc1Br (stereo not drawn)	7	0.1	-3	-5	-2	-6	-1	5	1
CC/C(O)=C1\C(=O)CC(c2ccccc2)CC1=NC(C)C (stereo not drawn)	-10	-2.2	3	3	1	4	3	-2	8
CC(C)OC(=O)Cn1nnc(-c2ccccc2)n1	-1	-0.4	0	-2	4	-2	-2	3	5
CCN(C(=O)c1ccc(Br)cc1)c1ccccc1	6	1.6	-3	-3	1	-5	-2	1	2
c1csc(-c2csc(-c3cccs3)n2)c1	-4	0.4	7	-9	6	3	4	2	-2
O=C1NC(c2ccc(Cl)cc2Cl)Oc2ccccc21 (stereo not drawn)	-2	-1.9	-1	-2	0	-7	3	5	1
COc1ccc(C(=O)/C=C/c2ccc(OC)c(O)c2)c(F)c1	8	2.9	1	-4	-7	2	0	-4	-4
CCOC(=O)CNC(=O)N1CCc2ccc(NC(=O)c3ccccc3OC)cc2C1	1	-2.0	-2	0	-1	5	-1	8	5
CC1CN(C(=O)c2cccc(S(=O)(=O)Nc3cc(Cl)ccc3Cl)c2)CC(C)O1 (stereo not drawn)	-2	-1.3	1	-6	-3	3	0	8	1
CCC(C)c1ccc(S(=O)(=O)N2CCN(C(=O)COc3ccc4c(C)cc(=O)oc4c3)CC2)cc1 (stereo not drawn)	-1	1.8	-6	-1	-10	38*	-5	2	-4
Cc1ccc(C(=O)NCCCn2ccnc2)cc1[N+](=O)[O-]	7	0.1	5	1	-1	-3	-2	5	11
Cc1ccc(C(=O)OCC(=O)Nc2cc(S(=O)(=O)N3CCOCC3)ccc2C)cc1	3	0.4	-3	3	0	8	3	-1	-1
NC(=O)C12CCCC(Br)(CCC1)C2	-2	2.1	9	-1	-2	-3	-3	2	3
CNC(=O)Nc1cc(C(C)(C)C)no1	6	-4.0	1	-3	2	-4	0	-1	-12
NS(=O)(=O)c1ccc(CCNc2nc3c(-c4cccc(F)c4)nnn3c3ccccc23)cc1	2	2.9	0	-2	-5	-9	-1	4	-4
CCONC(=O)Nc1ccccc1[N+](=O)[O-]	3	1.4	0	-6	-3	1	-1	8	4
O=C(CN1CCCCC1)c1c[nH]c2ccccc12	-6	0.0	-6	-4	-2	2	-3	2	-3
Cc1[nH]n(-c2ccc([N+](=O)[O-])cc2)c(=O)c1C=NCCc1c[nH]c2ccccc12	7	-2.4	-6	-6	-6	-4	1	2	-8
CCC(=O)c1ccc2ncccc2c1	13	2.2	3	-2	4	-5	-2	5	6
CCc1cc2c(COC(=O)c3cccc(NS(C)(=O)=O)c3)cc(=O)oc2cc1O	1	-1.4	-9	-3	-5	-5	-2	0	8
COc1cccc(-n2c(CNc3ccc(F)cc3)nnc2SCC(N)=O)c1	6	0.0	-10	0	1	4	1	-6	-2
O=C(Nc1ccc(Cl)cc1)Nc1ccc2c(c1)N1CCN=C1S2	-4	1.2	-3	6	22*	20	0	0	8
Cc1nc2ccccc2c(=O)n1NC(=O)c1ccc(Cl)c([N+](=O)[O-])c1	-1	-1.6	-2	-2	4	-2	-4	2	8
CCc1ccc2nc(SCC(=O)N(CC)CC)c(C#N)cc2c1	-2	1.0	-12	-8	-1	6	3	4	6
O=C(O)c1ccccc1S(=O)CCO (stereo not drawn)	4	-0.3	4	-3	4	3	1	-1	-2

Next entries
SMILES	GLD-1 TGE inh	MEX-5 binding	GSTO1 counter	PAD4 inh	Fam108B counter	PME-1 primary	TPT1 inh	Bcl-xL primary	MCL1-BIM inh
Cc1cc(SCC(=O)N(C)c2c(N)n(Cc3ccccc3)c(=O)[nH]c2=O)nc2ccccc12	5	-0.7	-5	2	3	1	-2	11	16
Nc1nccnc1C(=O)OCC(=O)NCCc1ccc(S(N)(=O)=O)cc1	27	0.1	3	-1	-2	-1	-9	35*	37
Cc1cnc(C(=O)OCC(=O)Nc2ccc(C)c(S(=O)(=O)N3CCCCCC3)c2)cn1	6	0.3	1	-1	1	0	7	-6	-19
COc1ccc(S(=O)(=O)n2nc(OC(=O)c3ccncc3)cc2N)cc1	2	-0.8	7	-8	-1	-4	1	1	0
Cc1ccc(N=CC=C2OC(C)(C)C(C)(C)O2)cc1	6	-5.2	2	-4	2	6	7	6	4
COc1cc(OC)c(C2C(C#N)=C(N)Oc3cc(C)n(CCCN4CCOCC4)c(=O)c32)cc1OC (stereo not drawn)	13	2.3	2	6	1	0	-2	6	0
O=C(CN1C(=O)CSC1=O)Nc1ccccc1N1CCOCC1	4	1.3	-5	-2	1	-1	-1	8	1
COc1ccc(C(=O)Nc2cccc3nc(C)ccc23)c(OC)c1	1	-3.3	5	-2	1	-3	6	-4	-8
CCS(=O)(=O)N1Cc2ccccc2CC1C(=O)Nc1ccc(F)cc1 (stereo not drawn)	-5	-0.8	1	3	1	0	-2	2	1
Clc1ccc(COc2ccccc2-c2ccnc3ncnn23)cc1	0	0.9	-7	-1	-6	-2	2	1	0
O=C(c1cccs1)N1N=C(c2ccccc2)CC1c1ccc(O)cc1 (stereo not drawn)	4	4.7	-6	-5	-3	0	0	2	8
CN(C(=O)CSc1nnc(COc2ccccc2F)n1N)C1CCS(=O)(=O)C1 (stereo not drawn)	7	-4.2	5	4	1	4	-1	-21	-11
COc1cccc(CN(C)C(=O)C2CSC3(C)CCC(=O)N23)c1OC (stereo not drawn)	3	/	/	2	/	3	/	2	8
COC(=O)c1ccc(OC(=O)c2cnccn2)cc1	-5	0.8	3	2	1	2	-1	9	-2
Cc1csc(NC(=O)CSc2nnc3c4ccccc4nc(C(C)(C)C)n23)n1	5	-1.3	2	-3	-7	2	1	2	4
CC(C)c1ccc(N(CC(=O)NCCSCc2ccco2)S(C)(=O)=O)cc1	5	1.4	-5	-1	3	3	-1	4	10
CSc1ncc(Cl)c(C(=O)Nc2ccccc2[N+](=O)[O-])n1	-4	-1.0	-2	0	-1	-4	2	1	3
CCOC(=O)c1oc2c(c1C)/C(=N/O)CCC2	-10	1.0	7	-1	-1	-3	1	-1	-12
CC(C)=C1C2CCC1C(C(=O)NCCc1ccccc1)C2C(=O)O (stereo not drawn)	-1	0.7	-2	-4	0	3	2	2	6
CCOc1ccc(C2C(C(=O)Nc3ccc(F)cc3)=C(C)Nc3nc(CCCO)nn32)cc1 (stereo not drawn)	4	0.6	7	0	2	-3	3	-1	1
Cc1c(NS(=O)(=O)c2cccc3nsnc23)c(=O)n(-c2ccccc2)n1C	-5	-2.0	0	-4	-2	-14	1	5	9
CCOc1ccc(N(CC(=O)Nc2ccc(CC)cc2)S(=O)(=O)c2c(C)[nH]c(=O)[nH]c2=O)cc1	-1	-0.2	-6	-5	-1	0	-5	8	-5
Cc1ccc2c(c1)CCCN2C(=O)c1ccco1	5	-3.1	-2	0	-2	2	-2	8	9
O=C(O)CSc1cc(C(=O)c2ccccc2O)cn2c(=O)c3c(-c4ccccc4)csc3nc12	-4	0.6	-41	-8	-9	-44	9	5	15
Cc1ccc(NC(=O)c2ccc3nc[nH]c3c2)c(O)c1	0	1.7	-1	3	7	3	2	7	0

Following part
SMILES	GLD-1 TGE inh	MEX-5 binding	GSTO1 counter	PAD4 inh	Fam108B counter	PME-1 primary	TPT1 inh	Bcl-xL primary	MCL1-BIM inh
CC(C)Cn1c(=O)c(C(=O)Nc2ccccc2S(N)(=O)=O)c(O)c2ccccc21	3	3.1	-6	-4	-4	-10	-3	-3	1
O=C1c2ccccc2CN1CCNS(=O)(=O)c1ccc(Cl)cc1	-6	1.3	0	-4	-2	-1	3	2	-2
OCCN1CCN(c2nnc(-c3ccccc3)c3ccccc23)CC1	2	1.0	5	-7	0	-2	-7	-1	0
Cc1ccc(C(=O)NC2c3ccccc3-c3ccccc32)cc1	0	0.2	-3	-2	-3	-5	-2	8	11
Cc1ccccc1CN1CCC(CNC(=O)Nc2ccc(F)cc2F)CC1	-2	1.5	0	-3	-4	-3	-5	6	9
NC(=O)c1cc(C(=O)Cc2ccc(Cl)cc2)c[nH]1	-1	0.6	-3	-2	-3	-2	-3	5	-2
CCOC(=O)Nc1ccc(S(=O)(=O)NCc2ccccc2)cc1	5	0.7	4	-2	0	3	1	3	5
O=C(O)CC(CCc1ccccc1)OC1OC(CO)C(O)C(O)C1O (stereo not drawn)	6	/	53*	3	-7	-9	1	1	16
CN(C)c1cc(O)c(C(=S)Nc2ccccc2)c(N(C)C)c1	-19	/	4	-25	6	2	2	10	9
CC(CN(C)Cc1ccccc1)OC(=O)c1ccc2c(c1)OCCO2 (stereo not drawn)	1	-1.5	1	1	-4	-1	-4	9	9
O=C(Nc1nc(-c2ccncc2)cs1)c1ccc(S(=O)(=O)N2CCOCC2)cc1	-7	-0.9	-3	0	-4	-1	0	5	1
Cc1cc(C)c2c(n1)SCC(=O)N2CC(=O)Nc1cc(F)ccc1F	4	0.6	-2	4	1	-2	0	0	1
CC(OC(=O)c1ccc(NC(=O)CC#N)cc1)C(=O)Nc1ccc2c(c1)OCCO2 (stereo not drawn)	-5	-0.7	-30	-8	-7	-33	6	-11	-10
